Bioassay records: PubChem, several laboratories
ADAM10 inh = inhibitors of human ADAM10; O14672; recombinant ADAM10, EDANS/DABCYL FRET peptide cleavage, 3 h; inhibition, % at 7 µM; actives 0.62% (n = 370,000); AID 720582;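 active = inhibition above a per-campaign cutoff equal to the mean of compounds falling between control-based bounds plus 3 SD, cut at about 20% in these data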;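 also: 0% = DMSO wells while the 100% control is not disclosed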
Target sequence (O14672 214-748 limits assumed): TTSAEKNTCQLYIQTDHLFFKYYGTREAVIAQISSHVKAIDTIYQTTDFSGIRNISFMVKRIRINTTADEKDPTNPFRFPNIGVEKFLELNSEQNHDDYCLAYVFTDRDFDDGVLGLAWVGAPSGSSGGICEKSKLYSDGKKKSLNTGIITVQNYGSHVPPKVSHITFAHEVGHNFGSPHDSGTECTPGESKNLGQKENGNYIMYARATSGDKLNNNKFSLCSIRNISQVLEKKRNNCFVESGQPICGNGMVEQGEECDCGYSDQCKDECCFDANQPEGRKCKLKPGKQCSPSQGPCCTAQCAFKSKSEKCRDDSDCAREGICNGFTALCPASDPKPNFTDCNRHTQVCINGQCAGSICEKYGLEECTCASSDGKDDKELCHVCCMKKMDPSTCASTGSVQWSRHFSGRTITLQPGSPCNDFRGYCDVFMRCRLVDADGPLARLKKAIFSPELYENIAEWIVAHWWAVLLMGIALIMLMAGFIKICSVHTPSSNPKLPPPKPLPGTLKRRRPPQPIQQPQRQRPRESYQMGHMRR
ADAM17 inh = inhibitors of human ADAM17. recombinant ADAM17, EDANS/DABCYL FRET peptide cleavage. actives 0.83% (n = 370,000). P78536. AID 720648. inhibition, % at 6.95 µM;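 active = inhibition above the mean of compounds lying between control limits plus 3 SD, set per campaign, cut at about 8.5% in these data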;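 also: 0% = DMSO-only wells as the low control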
PG9 Ab binder = PG9 antibody binding by small molecule. actives 0.43% (n = 360,000). TR-FRET gp120-PG9 antibody binding. inhibition, % at 6.7 µM; in the data active = inhibition above about 8.5%
GAA850 FXN act = frataxin GAA850 promoter activation; activation, % at 6 µM; actives 0.56% (n = 360,000); HEK293 lucGAA850 FXN promoter luciferase reporter, 24 h; percent of 10 µM SAHA response;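 active = activation above the average of all compounds screened plus 3 SD, cutoff fixed separately per campaign, cut at about 7.5% in these data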;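 also: 0% = DMSO wells and 100% = 10 µM SAHA wells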
hgDAF12 agonist = agonists of H. glycines DAF-12 nuclear receptor. activation, % at 6.8 µM. AID 687014. HEK293 GAL4-hgDAF12 UAS-luciferase reporter, agonist luminescence; normalized to butyrate control. actives 1.8% (n = 370,000);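 active = activation above a cutoff set at the mean of all screened compounds plus 3 SD, cut at about 10% in these data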;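 also: 0% = DMSO wells and 100% = sodium butyrate wells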
DAX1 inh-1 = blocks DAX1 repression of SF-1 activated StAR promoter | AID 652010 | HEK293T StAR-luciferase reporter, SF-1/DAX-1 repression relief | inhibition, % at 6.8 µM | actives 1.1% (n = 370,000);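 active = inhibition above the mean over all tested compounds plus 3 SD, cut at about 3.6% in these data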;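 also: 0% = DAX-1 cells with DMSO and 100% = cells lacking DAX-1 with DMSO; higher inhibition means more luminescence from relief of DAX-1 repression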
DAX1 inh-2 = inhibitors of human orphan nuclear receptor DAX1 (NR0B1); P51843; HEK293 Gal4-DAX1 luciferase reporter, luminescence; inhibition, % at 6.75 µM; actives 0.99% (n = 340,000); AID 504766;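 active = inhibition above the mean over all tested compounds plus 3 SD, cut at about 4.2% in these data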;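 also: 0% = DAX1-transfected cells with DMSO and 100% = empty-vector control cells with DMSO; inhibition shows as a rise in luminescence from relieved DAX1 repression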
Target sequence (P51843 207-470 limits assumed): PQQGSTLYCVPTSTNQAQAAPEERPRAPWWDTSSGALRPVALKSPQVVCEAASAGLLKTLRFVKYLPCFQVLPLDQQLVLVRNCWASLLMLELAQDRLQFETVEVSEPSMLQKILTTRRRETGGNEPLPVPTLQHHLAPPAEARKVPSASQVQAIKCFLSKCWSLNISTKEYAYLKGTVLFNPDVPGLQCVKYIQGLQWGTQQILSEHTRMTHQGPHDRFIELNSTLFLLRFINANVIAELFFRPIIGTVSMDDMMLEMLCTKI
SMARCA2 act = SMARCA2 function activation, primary screen; MG213 cells, MMTV-luciferase reporter, dexamethasone, overnight; activation, % at 9.1 µM; actives 1% (n = 370,000); AID 652017; in the data active = activation above about 7.8%;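 also: 0% = vehicle wells and 100% = reference activator wells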
NPR1 activator = GC-A (human) enzyme activation; P16066; HEK293 GC-A cells, cGMP TR-FRET, EC30 ANP; 0% at EC30 ANP, 100% saturating ANP; activation, % at 10 µM; actives 0.14% (n = 370,000); in the data active = activation above about 40%
ssDAF12 agonist = activators of S. stercoralis DAF-12 nuclear receptor; activation, % at 6.8 µM; actives 1% (n = 370,000); AID 652126; HEK293 ssDAF-12/GRIP1 lit1-tk-luc reporter, luminescence; % of 3 µM dafachronic acid response;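 active = activation above the mean over all tested compounds plus 3 SD, cut at about 0.9% in these data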;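 also: 0% = DMSO-only wells and 100% = 3 µM delta7-dafachronic acid wells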
hcDAF12 agonist = activators of H. contortus DAF-12 nuclear receptor; actives 1.4% (n = 370,000); HEK293 hcDAF-12 lit1-tk-luc reporter, luminescence; 0% DMSO, 100% Δ7-dafachronic acid; activation, % at 6.8 µM;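 active = activation above the mean of all tested compounds plus 3 SD, cut at about 5.5% in these data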;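 also: 100% = response to 3 µM Δ7-dafachronic acid high control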
* hit, by the source's call; nt = no result given.

SMILES	ADAM10 inh	ADAM17 inh	PG9 Ab binder	GAA850 FXN act	hgDAF12 agonist	DAX1 inh-1	DAX1 inh-2	SMARCA2 act	NPR1 activator	ssDAF12 agonist	hcDAF12 agonist
CC(C)C(NC(=O)c1ccccc1NC(=O)c1ccccc1)C(=O)NNC(=O)c1ccncc1 (stereo not given)	-2	-6	1.4	1.1	0.2	-0.4	0.5	1	0	-1.1	-0.1
CC(=O)c1cccc(Nc2c3c(nc4ccccc24)CCC3)c1	-5	-7	0.1	-6.0	-3.7	-0.8	-2.0	-4	0	-1.4	-3.9
O=C(c1ccccc1)c1ccc2c(c1)OCCCO2	13	2	-1.6	3.2	15*	1.3	4.6*	11*	4	0.2	6.2*
Cc1ccc(N2C(=O)C3C4C=CC(CC4)C3C2=O)cc1Br (stereo not given)	0	-5	-0.6	-0.6	1.3	0.3	1.1	3	-2	-1.1	0.2
COc1cc(C(=O)NC(=S)Nc2csc(-c3ccc(F)cc3)n2)cc(OC)c1OC	3	-1	0.1	1.6	2.4	0.4	-0.3	-2	1	0.0	2.7
COc1ccc(-c2csc(NC(=O)c3ccc(S(=O)(=O)N4CCc5ccccc5C4)cc3)n2)cc1	-1	1	0.4	-1.8	0.6	-0.8	1.2	-1	0	-1.2	-1.8
COC(=O)c1cc2c(c3c4cc(OC)ccc4n(S(=O)(=O)c4cccc(C)c4)c13)C(=O)N(Cc1ccccc1OC)C2	-7	-1	-0.8	nt	-1.3	-0.1	nt	-3	2	-1.3	-1.2
CCCCn1c(N)nc2ccccc21	-5	0	-1.0	0.3	-1.2	0.0	1.6	-2	4	-1.1	-2.0
O=C(CCN1C(=O)/C(=C/c2ccccc2F)SC1=S)NCCc1ccc(O)cc1	-1	1	-0.2	-2.6	0.6	0.1	0.0	-1	-9	-0.4	-2.5
O=S1(=O)CCOC[C@H](Cc2ccccc2)N1Cc1cccc(C(F)(F)F)c1	0	11*	0.2	4.0	-0.7	-0.2	-0.7	-2	-3	-1.2	-1.7
Clc1ccc(-c2cc(-c3nnc4sc(Cc5cccs5)nn34)[nH]n2)cc1	14	4	nt	nt	-3.6	-0.7	nt	-2	-2	-0.7	-0.9
CS(=O)(=O)c1cnc(-c2ccccc2)nc1-c1ccccc1Cl	-2	1	0.6	1.3	-4.8	-1.3	1.8	2	11	-0.4	-0.7
Cc1ccc(OCC(=O)Nc2ccc(NC(=O)c3ccco3)cc2)c(C)c1	-166	-64	-1.2	-0.9	-0.7	-0.1	-0.4	-3	2	-0.5	-0.3
CCCCNC(=O)c1ccc2c(c1)S(=O)(=O)c1ccccc1C2=O	-5	-2	-4.5	1.5	-4.3	-0.2	0.4	-2	1	-1.4	-3.1
Cc1ccnc(NC(=O)c2cc3ccccc3oc2=O)c1	-7	-6	-2.1	4.5	11*	2.9	2.6	5	-6	-0.4	2.3
COC(=O)[C@]12C[C@H](CC(=O)NCc3ccccc3)C(=O)N(Cc3ccc(Cl)cc3Cl)C1=C[C@H](C(C)(C)C)O[C@@H]2C	12	6	nt	nt	-3.1	-0.7	nt	-5	-3	-1.3	-1.6
COC(=O)Cc1c(C(=O)OC)nnn1-c1ccc(OC)cc1	-7	-1	-0.1	0.6	0.2	-0.5	-0.8	1	-1	-1.1	-0.8
COC(CN(C(=O)CCl)C(C(=O)NC1CCCCC1)c1ccc(Cl)cc1)OC (stereo not given)	-3	-2	-2.0	-2.3	0.2	0.0	-0.9	-3	-6	-1.4	1.9
O=C1C2CC=CCC2C(=O)N1c1ncn[nH]1 (stereo not given)	2	-1	-1.8	0.0	2.7	-0.8	2.9	-2	0	-0.1	-0.1
CCNc1nc(C23CC4CC(CC(C4)C2)C3)cs1	1	0	0.9	3.1	1.9	-0.3	-0.5	-1	3	-1.1	-1.6
O=C(NCc1ccccc1)c1cc2nc(C3CC3)cc(C(F)(F)F)n2n1	-13	-7	0.1	1.1	-1.3	-0.6	0.9	-1	-3	-1.4	-0.8
CC(OC(=O)c1cc2ccccc2[nH]1)C(=O)N(C)c1ccccc1 (stereo not given)	-25	-7	0.0	-0.2	2.4	-2.0	0.7	-1	0	-0.8	2.4
OC(COc1ccccc1)CN1CCN(c2ncccn2)CC1 (stereo not given)	0	-2	-2.1	0.4	2.0	0.4	0.0	7	-1	-0.8	-2.3
CCN(C(=O)CN1CCCCC1)C1(C)C(=O)c2ccccc2C1=O	5	2	-2.4	0.6	0.6	-0.1	0.5	0	-2	-0.9	1.1
O=C(NCCc1ccccc1)OCc1cn(Cc2ccc(Cl)cc2)nn1	-5	-6	nt	nt	1.9	0.8	nt	-1	4	-0.7	-1.5
COc1cc(CNC[C@H]2O[C@@H](n3ccc(N)nc3=O)[C@H](O)[C@@H]2O)ccc1OCc1ccc(C)cc1	-9	-4	0.3	-0.5	2.3	0.5	0.2	-3	-2	-1.0	-0.8
COc1ccc(NS(=O)(=O)c2cc(NC(=O)c3cccnc3Cl)ccc2N2CCCC2)cc1	17	4	-4.0	3.0	1.0	-0.6	0.5	-7	-11	-1.4	-1.9
CCC1CC2(C)NC(=O)c3c(sc4c3CC(C)(C)OC4)N2C1=O (stereo not given)	-170	-68	-0.5	0.0	-1.8	-0.4	1.0	-1	6	-1.3	-1.4
COc1ccc(S(=O)(=O)N(C)CC(=O)NCCc2ccccc2)cc1OC	-7	-3	-0.2	0.8	-0.1	-0.2	0.8	-1	1	-1.4	-2.6
COc1ccc(CN2C(=O)c3cccnc3C2Nc2cc(Cl)c(OC)cc2OC)cc1 (stereo not given)	5	-1	-2.4	1.4	-1.1	-0.9	0.3	-2	4	-0.8	-1.5
COc1ccc(-c2c(C#N)sc(C(N)=O)c2-c2ccc(OC)cc2)cc1	0	1	-3.0	-0.6	-2.3	-0.6	1.8	1	2	-1.6	-1.3
CCOC(=O)c1ccc(Cl)c(NC(=O)c2ccc(-c3ccccc3)cc2)c1	-6	-3	-0.3	2.1	1.4	0.2	2.1	0	0	-1.4	-0.3
COC(=O)Cc1ccc(NC(=S)N2CCCC(C)C2)cc1 (stereo not given)	-2	-2	-0.7	2.2	-1.4	-0.2	-1.5	-3	0	-0.9	1.4
CCC(C)(C)NC(=O)c1ccc2c(c1)N(CC(=O)N1CCCC1)C(=O)C(C)(C)O2	-1	-1	-0.3	-0.8	0.0	-0.5	3.7	1	0	-1.8	0.5
COc1cccc(-c2csc3ncnc(Sc4nnnn4C)c23)c1	4	-5	0.7	-9.0	-4.5	-1.1	-2.9	0	7	-1.5	-0.3
Cn1c(=O)c(=O)n(C)c2cc(S(=O)(=O)N3CCN(CCO)CC3)ccc21	-16	-3	nt	nt	-2.1	-0.2	nt	-1	3	-0.8	2.0
CC(=O)c1ccc(N2CCN(c3ccc(S(=O)(=O)NCCCN(C)C)cc3[N+](=O)[O-])CC2)cc1	1	0	-0.2	-3.8	-1.5	-1.6	-1.6	-1	-19	-2.0	-3.5
CCCCCCCCN1C(=O)[C@H](CC(=O)N2CCN(C(=O)c3ccco3)CC2)C[C@@]2(C(=O)OC)CC(C)(C)CC=C12	7	4	0.1	nt	0.9	-0.8	nt	-5	5	-1.0	-1.3
CC(C)CCNC(=O)C1CCC(CNc2c(N3CCC(C)CC3)c(=O)c2=O)CC1 (stereo not given)	0	-2	-0.9	2.2	1.3	0.1	0.7	-5	1	-1.3	-1.1
O=c1cc(-c2ccc(Cl)c(Cl)c2)[nH][nH]1	6	6	-0.3	1.6	-0.2	0.5	1.9	-1	-4	-0.7	2.8
Nc1ccc(/C=C/C(=O)c2cccs2)cc1	-5	-2	-2.9	5.4	7.6	0.5	0.8	12*	-6	-0.5	0.5
CC1=C(C(=O)Nc2ccccn2)C(c2cccnc2)n2nnnc2N1 (stereo not given)	-289	-93	-1.9	0.2	6.1	0.8	1.3	6	-3	-0.5	1.4
CCN(Cc1ccccc1)c1ccc(N=Nc2nn(C)c(C)c2[N+](=O)[O-])cc1	4	-2	-3.1	2.5	6.8	-0.1	-0.6	0	-5	-1.5	-1.9
Cc1ccc(-c2nnn(CC(=O)N(CC(=O)NC3CCCC3)c3cccc(F)c3)n2)o1	-4	-2	-0.9	1.3	-2.1	-0.5	2.1	-2	-3	-0.6	-1.4
COc1cc2c3nc4n(c(=O)c3n(CC(=O)NCC3CCCO3)c2cc1OC)CCS4 (stereo not given)	-226	-79	0.4	2.2	0.2	0.1	-0.3	-3	-2	-0.8	-0.4
COc1ccccc1[C@@H]1C(c2ccccc2)=NN(c2ccccc2)[C@H]1C(=O)N1CCOC1=O	-342	-77	-2.4	-0.8	3.1	-0.3	-1.1	-4	-6	-0.9	-0.8
CCN1C(=O)[C@H]2[C@@H](c3ccc(-c4ccccc4)cc3)N[C@@](C)(C(=O)OC)[C@H]2C1=O	8	-4	0.2	-0.5	4.9	-0.5	0.1	2	1	-1.4	-1.6
CC1(C)CC(=O)C2=C(C1)OC(N)=C(C#N)C2C1C=CCCC1 (stereo not given)	0	0	-2.8	1.1	0.2	0.2	0.9	0	-4	-1.5	-1.5
Cn1ncc2c(NNC(=O)c3ccc(Cl)cc3Cl)ncnc21	-2	-2	-0.6	0.0	-1.1	-0.1	-0.6	-1	1	-1.1	-3.6
CN(C)C(=O)C(=O)c1cccn1-c1cccc(Cl)c1C#N	-4	-4	-1.9	-0.8	1.3	0.9	-1.4	-2	3	-1.1	-0.4
O=C(NCc1ccco1)c1cccc2c1C(=O)N(C1CCCCC1)C2	-1	-2	-2.1	-2.9	2.4	-1.3	0.4	2	3	-1.0	-0.4
Cc1ccc(S(=O)(=O)NCCCC(=O)N2CCC(C)CC2)cc1	4	2	-2.5	2.0	-1.0	0.1	-0.5	-1	-1	-1.2	-2.6
O=C(NCCCCc1ccccc1)c1ccc(F)cc1	0	1	-2.9	0.1	-1.1	-0.3	2.3	-2	5	-1.4	1.8
COc1ccc(-c2nc(N)sc2C2(O)C(=O)Nc3c(Br)cc(F)cc32)cc1OC (stereo not given)	5	1	-1.4	2.4	-1.9	-0.1	-0.1	-2	2	-1.2	0.2
COCCCN1C(=O)C(CC(=O)NCCN2CCOCC2)CC(C(=O)N(C)C)=C1C (stereo not given)	-10	-7	-0.3	nt	-0.4	0.6	nt	-1	4	-1.5	-1.9

Outcome played no part in choosing rows, and some 6.8% of all compounds hit somewhere here.
